# Source: PubChem BioAssay
# Insulin prom inh = TRM-6 insulin promoter activity inhibition. TRM-6 cells (human fetal islet line), insulin promoter-eGFP reporter, imaging; reporter expression induced with tamoxifen. inhibition, % at 2 µM. 130,000 compounds, 0.9% hits;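 active means inhibition above the mean plus 3 SD, with well images judged a real hit on visual review, cut at about 60% in these data, passing the limit was not always enough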
# SDO1 yeast rescue = compounds rescuing growth of sdo1-depleted yeast, bone marrow failure model. S. cerevisiae sdo1-depleted JHY4D growth rescue, OD600 30 h; hits give high values; pdr5 snq2 efflux-pump mutant strain. z-score at 10 µM. 140,000 compounds, 0.21% hits. AID 817;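 active means z-score above 3 at both the 24 hr and the 30 hr optical density reads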;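 further: z-score against mean and SD of all compound wells on the same plate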
# SDO1 yeast rescue Rescue 24 h = further read-out of SDO1 yeast rescue, marked with its call; z-score; S. cerevisiae sdo1-depleted JHY4D growth rescue, OD600; measured here: growth rescue at 24 h;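 0 is the plate mean of compound wells and units are plate SD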
# * hit, by the source's call; . = no result given. This is a subset, so the mix of outcomes need not match the whole.
Insulin prom inh	SDO1 yeast rescue Rescue 24 h	SDO1 yeast rescue	structure
17	0.09	-0.64	Cc1cccc(N(CC(=O)NC2CCCCC2)C(=O)c2c(C)noc2C)c1
12	1.2	-0.13	CCOc1cc(NC(=O)c2ccccc2C)c(OCC)cc1NC(=O)C1=Cc2ccccc2OC1
.	-0.3	-0.2	COC(=O)C1C2C=CC3(CN(c4cccc(Cl)c4)C(=O)C13)O2 (stereo not given)
-23	0.58	1.2	Cc1ccc(S(=O)(=O)NC(=O)NCCCCNC(=O)NS(=O)(=O)c2ccc(C)cc2)cc1
17	-0.5	-0.09	O=C(CSc1ncccc1-c1nc2ccccc2[nH]1)Nc1ccc2c(c1)OCCO2
-23	1.3	1.3	COc1ccc(OC)c(S(=O)(=O)Nc2cccnc2)c1
14	-0.86	-1.6	CCOC(=O)c1cnc(SCc2ccc(C)cc2)nc1N
17	.	.	Cc1nn(C)c2nc(-c3cccs3)cc(C(F)(F)F)c12
-53	3	1.6	COc1ccc(Br)cc1C(=O)N/N=C/c1ccc2c(c1)n(C)c(=O)n2C
-31	3.2	2.2	COCCN1Cc2cccc(C(=O)Nc3ccc(-c4nc5ccccc5[nH]4)cc3)c2C1=O
-46	0.21	0.05	O=C(c1ccc(F)cc1)N1CCN(c2ncccn2)CC1
.	1.4	1.3	O=C1CCCN1CN1CCCCC1

# Quoted at random: three compounds from above
Insulin prom inh	SDO1 yeast rescue Rescue 24 h	SDO1 yeast rescue	structure
-46	0.21	0.05	O=C(c1ccc(F)cc1)N1CCN(c2ncccn2)CC1
-23	0.58	1.2	Cc1ccc(S(=O)(=O)NC(=O)NCCCCNC(=O)NS(=O)(=O)c2ccc(C)cc2)cc1
.	1.4	1.3	O=C1CCCN1CN1CCCCC1

# Continued.
Insulin prom inh	SDO1 yeast rescue Rescue 24 h	SDO1 yeast rescue	structure
0	.	.	COc1ccc(C(=O)Sc2nncc3ccccc23)cc1
-38	-0.94	-0.16	CCOC(=O)Cc1csc(SCc2cc(=O)oc3cc(O)ccc23)n1
-9	-0.33	-0.17	CN1CCn2c1nc(N1CCCCC1)nc2=O
-75	0.31	-1.1	Cc1cc(Br)ccc1OCc1nc(-c2cccnc2)no1
33	-1.8	-0.1	Cc1nn(CCOc2ccccc2)c(=O)n1-c1ccc(F)cc1
.	-0.53	-0.02	Cc1ccc2c(c1)c1c3n2CCCNC3CCC1 (stereo not given)
-7	1.2	1	COc1cc2cc(CN(CCN3CCCC3)C(=O)Nc3ccccc3Cl)c(=O)[nH]c2cc1OC
-46	1.2	1.7	CCCCC(=O)NCCNC(=O)c1cc(OCC(F)(F)F)ccc1OCC(F)(F)F
-41	.	.	CC(C)(C)CC(C)(C)NCC(O)COc1ccc2c(c1)CCC2 (stereo not given)
.	-0.29	-1.2	Cc1ccccc1NC1=C(C(=O)c2ccccc2)N(C)S(=O)(=O)c2ccccc21
.	1.5	1.5	CCCCN(C)C(=O)CCCCn1c(=O)[nH]c2cc(OCC)c(OCC)cc2c1=O
.	2.6	2.2	CCCCCC(=O)Nc1ccc(S(=O)(=O)Nc2ccc(Cl)nn2)cc1

# The last 6 records of the section before lead into the next.
Insulin prom inh	SDO1 yeast rescue Rescue 24 h	SDO1 yeast rescue	structure
-7	1.2	1	COc1cc2cc(CN(CCN3CCCC3)C(=O)Nc3ccccc3Cl)c(=O)[nH]c2cc1OC
-46	1.2	1.7	CCCCC(=O)NCCNC(=O)c1cc(OCC(F)(F)F)ccc1OCC(F)(F)F
-41	.	.	CC(C)(C)CC(C)(C)NCC(O)COc1ccc2c(c1)CCC2 (stereo not given)
.	-0.29	-1.2	Cc1ccccc1NC1=C(C(=O)c2ccccc2)N(C)S(=O)(=O)c2ccccc21
.	1.5	1.5	CCCCN(C)C(=O)CCCCn1c(=O)[nH]c2cc(OCC)c(OCC)cc2c1=O
.	2.6	2.2	CCCCCC(=O)Nc1ccc(S(=O)(=O)Nc2ccc(Cl)nn2)cc1
-38	-0.81	-1.9	Clc1ccc(-c2cc3ccccc3nc2N2CCCC2)cc1
40	-0.24	-0.14	O=C(Nc1ccc2oc(-c3ccccc3)nc2c1)C1CCCO1 (stereo not given)
-193	2.8	1.2	CCOC(=O)N1CCN(C(=O)COc2ccc(Cl)cc2C)CC1
-433	-0.97	-0.6	CCn1c(Cc2cccs2)nnc1SCC(=O)c1ccc(C)cc1
.	-1.7	-1.9	CCN(Cc1ccccc1)C(=O)CSc1nc(C)cc(C)c1C#N
-19	-1.5	-2.4	C=CCn1c(N)c(C(=O)Nc2cccc(C)c2)c2nc3ccccc3nc21
.	0.13	0.39	COc1cc(C)c(C#N)c(OC)n1
-33	.	.	Cc1ccc(C)c2[nH]c(=O)c(CCNC(=O)c3ccco3)cc12
.	-1.1	-1.3	Cc1cc(NC(=S)NC(=O)C2CC2)ccc1Br
0	.	.	CSC1=C(C#N)C(c2ccncc2)C(C(=O)Nc2ccccc2)=C(C)N1 (stereo not given)
-4	.	.	C=CCNC(=O)CC1C(=O)NCCN1Cc1c(F)cccc1Cl (stereo not given)
25	-0.7	-0.56	O=C(OCc1nnc(-c2ccccc2)o1)c1ccc2ccccc2n1

# (continued)
Insulin prom inh	SDO1 yeast rescue Rescue 24 h	SDO1 yeast rescue	structure
-172	0.3	0.64	Cc1cccc(NC(=O)c2cc(NC(=O)C3CC=CCC3C(=O)O)ccc2N2CCOCC2)c1 (stereo not given)
-44	2	2	O=C(Cn1cnc2c(nnn2Cc2ccccc2F)c1=O)NCC1CCCO1 (stereo not given)
41	-0.18	0.07	Cc1nc2ncnn2c(N2CCCC(C(=O)Nc3ccc4c(c3)CCC4)C2)c1C (stereo not given)
.	-0.39	0.09	Fc1ccc(Cn2nnnc2CN2CCN(C3CCCCC3)CC2)cc1
.	0.68	0.94	COc1cc(C(Nc2ccccn2)c2ccc3ccc(C)nc3c2O)cc(OC)c1O (stereo not given)
-74	-0.18	0.19	Nc1nc(-c2cccc(NS(=O)(=O)c3ccccc3)c2)cs1
-18	0.15	-0.95	CCc1nnc(NCC(=O)N2CCc3ccccc32)s1
.	-0.2	-0.42	CC1CCCCC1NC(=O)Cn1ncc2ccccc21 (stereo not given)
-41	.	.	COc1cc(C2CC(=O)Oc3c2c(=O)n(C)c2ccccc32)cc(OC)c1OC (stereo not given)
.	0.59	1	CC(=O)c1c(C)[nH]c(C(=O)NCCN2CCC(C)CC2)c1C
19	0.53	0.61	CC(NC(=O)/C(=C/c1cccc([N+](=O)[O-])c1)NC(=O)c1ccco1)C(=O)O (stereo not given)
0	0.27	0.79	Cc1ccc(C(=O)N/C(=C/c2cccs2)C(=O)NCCCn2ccnc2)cc1

# (continued)
Insulin prom inh	SDO1 yeast rescue Rescue 24 h	SDO1 yeast rescue	structure
.	-0.86	-0.12	O=C(CN1CCC(NC(=O)Cc2ccccc2)CC1)Nc1ccccc1Br
-33	.	.	O=C(NC(=S)NCCCN1CCOCC1)c1cccc2ccccc12
-33	-0.41	-0.15	COc1ccc2c3c(cccc13)N(C)N=C2C
8	.	.	O=[N+]([O-])c1ccc(Nc2ccc(Cl)cc2)nc1
-239	0.9	0.01	O=C(CSc1ncn(-c2ccccc2)n1)N1CCc2ccccc21
-14	0.97	-0.27	O=C(CSc1nnc(COc2ccc(Cl)cc2)o1)N1CCN(c2ccccc2)CC1
35	-0.06	-0.49	O=C(Oc1cccc2cccnc12)c1cccs1
-24	-1.4	-1.5	CCn1c2ccccc2c2cc(NC(=O)CSc3nnc(-c4ccccc4)o3)ccc21
-20	0.16	0.35	O=C(NCc1ccc2c(c1)OCO2)c1ccc(CSCc2ccc(Cl)cc2)o1
0	-1.4	-1.2	c1ccc(-c2csc(=Nc3cccnc3)n2CC2CCCO2)cc1 (stereo not given)
0	-0.27	-0.16	COc1ccc(C)cc1NC(=O)C(NCC1CCCO1)c1ccccc1 (stereo not given)
25	-0.06	0.19	Cc1cc(C)n(-c2ccc(C(=O)Nc3ccc4c(c3)OCO4)cc2)n1

# Going on with the list.
Insulin prom inh	SDO1 yeast rescue Rescue 24 h	SDO1 yeast rescue	structure
-233	0.01	-0.21	Cc1ccc(OCC(=O)NNC(=O)c2cc3ccccc3o2)cc1
4	1.1	1.6	CC(=O)Nc1ccc(NC(C)=O)s1
-77	-0.2	-0.77	Cc1ccccc1N1CCN(C(=S)c2ccc([N+](=O)[O-])cc2)CC1
.	-0.72	-1.4	COc1ccc2c(c1)c1nc(SCC(C)C)n(CCO)c(=O)c1n2C
11	0.58	0.72	Cc1ccc(C)c(C2=CSC3=NS(=O)(=O)CCN23)c1
17	-0.77	-1.1	CC(C)COP(=O)(c1ccc(N(C)C)cc1)C(O)c1ccccc1F (stereo not given)
36	.	.	Cc1cccc(C)c1NC(=O)C1c2cccc[n+]2CC(=O)N1Cc1ccc2c(c1)OCO2 (stereo not given)
.	-0.85	-0.96	c1ccc(CCn2nnnc2C(c2cccs2)N2CCOCC2)cc1 (stereo not given)
-41	0.52	-0.96	Cc1cc(OCCOc2cccc3cccnc23)cc(C)c1Cl
-11	-0.17	-0.29	COc1ccc(Cl)cc1C(=O)N1CCN(c2ccccn2)CC1
.	-0.2	0.22	O=C(c1cc2cc(Br)ccc2oc1=O)N1CCCC1
-10	-0.64	-0.14	Cc1cc(C)n(-c2nc3c(c(=O)[nH]c(=O)n3C)n2C(C)C)n1

# More compounds:
Insulin prom inh	SDO1 yeast rescue Rescue 24 h	SDO1 yeast rescue	structure
20	.	.	CCOC(=O)c1c(C=O)c2ccccc2n1CC
-144	-0.73	-0.82	Cc1ccc2c(c1)nnn2C1CCN(C(=O)C23CC4CC(CC(C4)C2)C3)CC1
4	0.29	-0.09	CCCC(=O)Nc1nc(C)c(-c2csc(Nc3ccccc3OC)n2)s1
.	-0.65	-0.74	CN(CC(=O)Nc1ccc(Cl)cc1)c1ccc(S(=O)(=O)N2CCCCC2)cc1[N+](=O)[O-]
.	0.93	0.92	COc1cc(NC(=S)N2CCN(c3ccccn3)CC2)cc(OC)c1
-13	-0.28	-0.47	CN1CCN(/C=N/c2c(C#N)cnn2-c2ccccc2)CC1
-11	1.3	0.86	O=C1CSC(=S)N1N=C1CCCCCC1
.	1.4	0.8	COC(=O)c1cc(C)sc1NC(=O)C1CC(=O)NN1Cc1ccccc1 (stereo not given)
.	-1.1	-1.6	CCOC(=O)CSc1nc(N)c(C#N)c(-c2ccc(OCC)cc2)c1C#N
-23	-0.51	-0.05	COC(=O)CSc1snnc1-c1ccc(Cl)c(Cl)c1
45	-0.31	-0.23	CSc1cccc(NC(=O)c2c(Cl)cnn2C)c1
0	-0.26	-0.53	Cc1cccc(NS(=O)(=O)c2cccc3nsnc23)c1

# The listing continues:
Insulin prom inh	SDO1 yeast rescue Rescue 24 h	SDO1 yeast rescue	structure
.	1.6	1.1	Cc1nc2ccccc2c(=O)n1/N=C/c1ccc(N(C)C)cc1
-300	-0.9	-0.84	c1ccc2nc3c(nc2c1)[nH]c1ccccc13
.	-0.65	0.13	O=C(O)c1ccc(-c2ccc(O)c(F)c2)cc1
41	.	.	Cc1c(C(=O)O)cccc1-n1c(C)cc(/C=C(/C#N)C(=O)NCc2ccccc2)c1C
-36	-0.5	-0.18	CCOC(=O)CC(=O)Nc1ccc(C(=O)OCC)cc1
.	-1.4	-0.74	CC1CCN(C(=O)c2ccc(NC(=O)C3CCCO3)cc2)CC1 (stereo not given)
24	-1	-1.9	Cc1ccc(C2CC2c2n[nH]c(=S)n2-c2cccc(Cl)c2)cc1 (stereo not given)
24	-0.68	-2	c1ccc2c(c1)ncn2CCC1CCCCC1
0	-0.3	-0.17	CCn1nc(C)c(NC(=O)c2cc(Br)ccc2Cl)c1C
-14	-0.39	0.29	COc1ccc(CCN(C)C(=O)CN2C(=O)c3ccccc3S2(=O)=O)cc1OC
5	0.09	-1.4	CCN(CC)c1c2c(c(C#N)c3nc4ccccc4n13)CCC2
.	-0.27	-0.77	CCOc1ccc(NC(=O)COc2nsnc2N2CCCCC2)cc1

# Later entries:
Insulin prom inh	SDO1 yeast rescue Rescue 24 h	SDO1 yeast rescue	structure
.	0.64	1.4	CCOC(=O)N1CCN(C(=O)c2ccc(CNS(=O)(=O)c3ccc(OC)cc3)cc2)CC1
-56	-0.86	-0.46	O=C(NCc1ccc(Cl)cc1)c1noc2c1CCCC2
-13	-0.1	-0.76	N#Cc1nc(-c2cccc3ccccc23)oc1NCCN1CCOCC1
30	0.59	0.24	CCCCn1nnnc1NCc1ccc(N(CC)CC)cc1
43	.	.	CCN(CC)S(=O)(=O)c1ccc(C(=O)NCC(c2ccc(OC)cc2)N2CCOCC2)cc1 (stereo not given)
-3	-0.46	0.05	Cc1ccc(C(=O)NC(Cc2c[nH]c3ccccc23)C(=O)O)cc1 (stereo not given)
.	1.1	1.3	Nc1ccc(C(=O)Nc2ccc(OC(F)(F)C(F)F)c(NC(=O)c3ccc(N)cc3)c2)cc1
66	-0.93	-0.58	CC(=O)C1=C(C)NC(SCc2ccc(C#N)cc2)=C(C#N)C1c1ccco1 (stereo not given)
-15	-0.09	0.87	CC(C)(C)C1CCC(=NNC(=O)c2cc3c(s2)CCCC3)CC1 (stereo not given)
-7	.	.	Cc1cccc(C(=O)O/N=C/c2ccc(Br)cc2)c1
0	-0.01	0.38	CC(=O)c1ccc(NC(=S)NC(NC(=O)c2ccco2)C(Cl)(Cl)Cl)cc1 (stereo not given)
.	-0.51	-0.92	COc1ccc(C(=O)NCC(=O)OCc2csc(-c3ccccc3)n2)cc1
-20	-1.9	-1.6	Cc1cc(C)cc(NS(=O)(=O)c2cnc(Cl)c(Cl)c2)c1
-7	.	.	Cc1ccc(-c2n[nH]c(=S)n2/N=C/c2ccncc2)cc1
.	-0.45	-0.68	CC1CCc2sc(C(=O)OCC(=O)NCc3ccc(F)cc3)cc2C1 (stereo not given)
